Bioassay records (PubChem BioAssay)
G9a block – qHTS Assay for Inhibitors of Histone Lysine Methyltransferase G9a; 350,000 tested, 8.8% active; G9a H3K9 monomethylation, AlphaScreen, 2 h; Potency, µM (highest dose often 102 µM), for inactives: top-dose activity, negative = inhibition, most hits filed as inhibitors; also: potency is read from the fitted curve at half-maximal effect; % is scaled to controls: 0 for no effect and ±100 for the full control effect; nearly all actives have a fitted effect of over 75% in size
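Chemiluminescent proximity detection of H3K9 monomethylation, read after 10 min bead incubation in the dark. Reaction: 20 nM G9a, 500 nM biotin-H3K9 peptide, 20 uM SAM cofactor, 2 h, room temperature, following 15 min enzyme-compound preincubation.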
POLH inh – qHTS for Inhibitors of Polymerase Eta; AID 588591, 2011; recombinant Pol eta, fluorescent DNA replication assay; 390,000 tested, 1.2% active; DNA polymerase eta (Homo sapiens), Q9Y253; Potency, µM (highest dose often 114 µM), without a hit: top-dose activity change, negative = inhibition, usual class: inhibitors; also: potency is read from the fitted curve at half-maximal effect; % is scaled to controls: 0 for no effect and ±100 for the full control effect
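Pol eta at 10 nM preincubated with compounds 15 min at room temperature; reaction started with fluorescent substrate (50 nM final) and read kinetically at 0 and 10 min.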
PGK inhibitor – qHTS Assay to Find Inhibitors of Phosphoglycerate Kinase. Phosphoglycerate kinase, glycosomal (Trypanosoma brucei brucei), P07378. PGK/GAPDH coupled, Kinase-Glo luminescence, 60 min. Potency, µM (series often up to 57.5 µM), for inactives: at the highest dose activity change, negative = inhibition, actives largely listed as inhibitors. 380,000 tested, 0.043% active; also: potency is read from the fitted curve at half-maximal effect; % is scaled to controls: 0 for no effect and ±100 for the full control effect; nearly all actives have a fitted effect of over 60% in size
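Recombinant glycosomal PGK reaction used 1,3-bisphosphoglycerate generated in-well by GAPDH (100nM final) in 100mM TEA pH 7.6, 5mM MgCl2, 0.01% Tween-20. After 60 minutes at room temperature, ATP was read by Kinase-Glo Plus luminescence end-point.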
PI4K2A block – qHTS for small molecular inhibitors of PI4K2A | activity change, negative = inhibition, % at 76.9 µM | purified PI4K2A, ADP-Glo luminescence, 1 h; hits give low values | 420,000 tested, 0.13% active | AID 1346378, 2018; in the data active = activity change below about -50%; inconclusive = mostly about -30% to -49%;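 also: -100% = wells without enzyme as full effect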
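Compounds are screened against recombinant PI4K2A using PI as substrate and ATP, the latter dispensed at 300 microM. Reactions run one hour at ambient temperature before ADP-Glo detection; full inhibition defined by wells lacking enzyme.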
HP1b binding inh – HTS for Inhibitors of HP1-beta Chromodomain Interactions with Methylated Histone Tails; 390,000 tested, 0.56% active; Chromobox protein homolog 1 (Homo sapiens), P83916; Potency, µM (highest dose often 114 µM), for the others: at the highest dose activity change, negative = inhibition, actives largely listed as inhibitors; AlphaScreen HP1-beta / biotin-H3K9me3 peptide binding; also: potency is read from the fitted curve at half-maximal effect; nearly all actives have a fitted effect of over 70% in size; inactives centre near 23
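HP1-beta protein (50 nM final) preincubated 30 min at room temperature with biotinylated H3(1-18)K9me3 peptide (50 nM) in PBS pH 7.4, 0.01% Tween-20, then compound added for 30 min. AlphaScreen streptavidin donor/nickel chelate acceptor beads (10 ug/mL final), 30 min dark, luminescence read.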
BAZ2B inh – qHTS Assay for Inhibitors of BAZ2B | 360,000 tested, 4.4% active | AID 504333, 2011 | AlphaScreen BAZ2B-H3K14Ac peptide displacement | Bromodomain adjacent to zinc finger domain protein 2B (Homo sapiens), Q9UIF8 | Potency, µM (doses to about 114 µM), for the others: at the highest dose activity change, negative = inhibition, hits mostly inhibitors; also: potency is read from the fitted curve at half-maximal effect; % is scaled to controls: 0 for no effect and ±100 for the full control effect; nearly all actives have a fitted effect of over 60% in size
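BAZ2B (50 nM) with biotin-H3(5-23)K14Ac peptide (50 nM) in PBS pH 7.4, 0.01% Tween-20, preformed 30 min, then compound 30 min at room temperature; top concentration 110uM. AlphaScreen streptavidin donor/nickel chelate acceptor beads (10 ug/mL final), 20 min dark, signal read.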
JMJD2A Tudor – qHTS Assay for Inhibitors of JMJD2A-Tudor Domain. Lysine-specific demethylase 4A (Homo sapiens), O75164. AlphaScreen JMJD2A-Tudor / H3K4me3 peptide binding. Potency, µM (series often up to 114 µM), inactives show at the highest dose activity change, negative = inhibition, actives largely listed as inhibitors. 390,000 tested, 4.4% active. AID 504339, 2011; also: potency is read from the fitted curve at half-maximal effect; % is scaled to controls: 0 for no effect and ±100 for the full control effect; nearly all actives have a fitted effect of over 50% in size
Target sequence (O75164 whole entry, looked up, the tested form may be a part): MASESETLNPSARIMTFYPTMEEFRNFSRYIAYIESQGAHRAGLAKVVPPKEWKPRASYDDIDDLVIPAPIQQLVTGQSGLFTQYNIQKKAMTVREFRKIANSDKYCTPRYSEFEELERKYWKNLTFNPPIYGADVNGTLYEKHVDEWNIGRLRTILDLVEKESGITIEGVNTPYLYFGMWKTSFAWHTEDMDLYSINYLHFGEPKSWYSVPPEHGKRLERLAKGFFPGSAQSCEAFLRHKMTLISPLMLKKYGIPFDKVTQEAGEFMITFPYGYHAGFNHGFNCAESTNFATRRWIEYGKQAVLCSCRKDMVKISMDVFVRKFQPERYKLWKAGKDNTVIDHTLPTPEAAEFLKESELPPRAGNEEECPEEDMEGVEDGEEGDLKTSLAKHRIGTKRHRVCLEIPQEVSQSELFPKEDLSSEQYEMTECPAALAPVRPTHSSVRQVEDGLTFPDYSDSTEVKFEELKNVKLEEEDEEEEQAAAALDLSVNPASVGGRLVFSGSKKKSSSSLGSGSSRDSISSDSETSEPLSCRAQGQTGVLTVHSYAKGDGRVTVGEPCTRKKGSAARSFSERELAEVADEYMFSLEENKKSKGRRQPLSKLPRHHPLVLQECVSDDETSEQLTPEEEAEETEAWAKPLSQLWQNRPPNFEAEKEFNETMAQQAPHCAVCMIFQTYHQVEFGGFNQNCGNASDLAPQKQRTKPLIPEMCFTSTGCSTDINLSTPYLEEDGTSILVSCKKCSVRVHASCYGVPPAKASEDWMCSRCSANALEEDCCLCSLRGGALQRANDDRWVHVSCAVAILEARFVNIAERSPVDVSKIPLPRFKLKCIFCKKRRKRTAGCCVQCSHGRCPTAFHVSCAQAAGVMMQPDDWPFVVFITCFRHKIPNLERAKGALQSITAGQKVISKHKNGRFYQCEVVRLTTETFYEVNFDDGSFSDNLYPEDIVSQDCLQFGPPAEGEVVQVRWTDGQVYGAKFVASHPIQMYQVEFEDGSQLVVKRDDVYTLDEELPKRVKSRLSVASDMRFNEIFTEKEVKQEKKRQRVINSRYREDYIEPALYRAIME
GLS inh – qHTS for Inhibitors of Glutaminase (GLS); Glutaminase kidney isoform, mitochondrial (Homo sapiens), O94925; GLS enzymatic activity, qHTS titration; Potency, µM (highest dose often 45.5 µM), without a hit: top-dose activity change, negative = inhibition, hits mostly inhibitors; 410,000 tested, 0.21% active; also: potency is read from the fitted curve at half-maximal effect; % is scaled to controls: 0 for no effect and ±100 for the full control effect
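Assay buffer: 45 mM KH2PO4 pH 8.2, 0.02% Tween-20. hKGA acts on L-glutamine (1 mM solution added); product glutamate is reported by an oxidase/peroxidase Amplex Red coupling, with fluorescence taken at baseline and 30 min.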
Pin1 inh – qHTS Assay to Find Inhibitors of Pin1 | Peptidyl-prolyl cis-trans isomerase NIMA-interacting 1 (Homo sapiens), Q13526 | Potency, µM (highest dose often 115 µM), without a hit: at the top dose activity, negative = inhibition, actives largely listed as inhibitors | 390,000 tested, 0.009% active | Pin1 FP peptide displacement, HiFluor488, 10 min; active = well fitted inhibition curve with a large enough effect in the polarisation, with a control signal flat, not every such curve was filed as active; inconclusive = small, poorly fitted or top-dose-only effect, or effect the other way, or a change in a side signal; inactive = no such curve, though single readings can be large or run the other way; the % refers to the polarisation; also: potency is read from the fitted curve at half-maximal effect; % is scaled to controls: 0 for no effect and ±100 for the full control effect
An asterisk follows results filed as active; i = inactive; ? = inconclusive; . = no result given; [ ] = remark or other dose. Unless noted, calls follow the shape of the dose curve; as a rule, active = well fitted curve in the direction sought with a large enough effect; inconclusive = small, poorly fitted or top-dose-only effect, or another doubt; inactive = no such curve, though single readings can be large; an effect the other way counts as inactive or inconclusive. These rows are one share of the data, so the mix of outcomes need not match the whole.

| BAZ2B inh | Pin1 inh | G9a block | HP1b binding inh | JMJD2A Tudor | PI4K2A block | GLS inh | PGK inhibitor | Compound | POLH inh |
| --- | --- | --- | --- | --- | --- | --- | --- | --- | --- |
| -39% | -3% | 79µM* | -18% | ? | 4 | 0% | -13% | CCOC(=O)c1[nH]c2ccc(OC)cc2c1NC(=S)N1CCN(c2ccccc2OC)CC1 | -10% |
| 3% | -1% | -3%[59 µM] | 30% | -6% | -2 | 0% | 12% | Cc1ccc(NC(=O)Cn2c(=O)c(C(F)(F)F)nc3ccccc32)cc1C | -17% |
| -38% | 2% | -25% | 11% | ? | -3 | -11% | -6% | O=C1NC(c2ccccc2)=C(c2ccc3ccccc3n2)C(c2ccccc2)N1 (centres undefined) | -24% |
| -4% | 7% | 3% | 8% | -8% | -4 | -2% | -4% | CCOC(=O)N1CCN(CCC(=O)Nc2ccc(Br)cc2)CC1 | 0% |
| 2% | -6% | 6% | 22% | -8% | -1 | -11% | -5% | COCCNS(=O)(=O)c1ccc(Cl)c(C(=O)NC2CCN(Cc3ccccc3)CC2)c1 | 2% |
| -1% | -8% | 19%[12.7 µM] | 15% | -8% | 2 | -2% | 7% | CCNC(=O)CC1C(=O)N(c2ccccc2)C(=O)N1Cc1ccc(OC)cc1 (centres undefined) | 0% |
| ? | 0% | ? | ? | 20µM* | 0 | 2% | 5% | COCCCNCCC(CCC(C)C)c1ccc2c(c1)OCO2 (centres undefined) | -19% |
| -5% | 30%[activator] | 25µM* | 12% | -5% | 0 | 1% | 12% | Cc1ccc2nc(-c3ccc(NC(=O)COC(=O)c4cncc(Br)c4)cc3)sc2c1 | -9% |
| -13% | 14% | ? | -3% | ? | 0 | 4% | 7% | CCCN1C(=O)CC(c2ccco2)Sc2ccccc21 (centres undefined) | -20% |
| -1% | -14% | -2% | 12% | -15%[57.1 µM] | -4 | -13% | -5% | CC(NS(=O)(=O)c1ccc(Cl)cc1)C(=O)NCCC1=CCCCC1 (centres undefined) | -11% |
| -25% | -1% | -19% | 30% | -3% | 2 | -1% | 4% | O=C(Nc1ccccc1N1CCN(C(=O)c2ccccc2)CC1)c1ccccc1Cl | -24% |
| 1% | 2% | 47%[59 µM] | 42% | 12% | -4 | 9% | 0% | O=C(NC(=O)c1ccccc1F)OCc1ccc(Cl)cc1Cl | -11% |
| -15% | 1% | -16% | 21% | -22% | 2 | 11% | 8% | CCCN1CC(=O)N2C(c3ccccc3)c3[nH]c4ccccc4c3C[C@H]2C1=O (some centres undefined) | 6% |
| 4% | -2% | 10% | -17% | -21% | 0 | 0% | i | COc1ccc(CCNC(=O)C2CCCN(C(=O)c3ccc(Cl)cc3)C2)cc1 (centres undefined) | 0% |
| -12% | -11% | -9% | 33% | -19% | -2 | 0% | 4% | Cc1occc(=O)c1OCc1c(Cl)cccc1Cl | -1% |
| 3% | 1% | -38%[12.7 µM] | 20% | -11% | 5 | 3% | -3% | O=S(=O)(Nc1ccccc1Cl)c1ccc(F)cc1 | -8% |
| 6% | 1% | -27%[59 µM] | 36% | 0%[57.1 µM] | 6 | -3% | -4% | CN(C)c1nc(Nc2ccccc2)nc(N(C)C)n1 | -19% |
| 5%[57.1 µM] | -13% | ? | 7% | 3% | -4 | -16% | -5% | COc1ccc(CCNC(=O)c2cnn(-c3cccc(C)c3)c2C2CCNCC2)cc1OC | -2% |
| -5% | -9% | 12% | 17% | -7% | -2 | -2% | -19% | COc1cccc(CN2C(=O)CN(C3CCCCC3)C(=O)C2c2ccc(F)cc2)c1 (centres undefined) | -15% |
| 1% | 1% | 13% | 32% | 4% | 0 | -2% | -9% | CC12CC3CC(C)(C1)CC(C(=O)NNC(=O)c1ccncc1)(C3)C2 | -11% |

Fetched by structure from the list above, 3 records:
| BAZ2B inh | Pin1 inh | G9a block | HP1b binding inh | JMJD2A Tudor | PI4K2A block | GLS inh | PGK inhibitor | Compound | POLH inh |
| --- | --- | --- | --- | --- | --- | --- | --- | --- | --- |
| -5% | -9% | 12% | 17% | -7% | -2 | -2% | -19% | COc1cccc(CN2C(=O)CN(C3CCCCC3)C(=O)C2c2ccc(F)cc2)c1 (centres undefined) | -15% |
| 1% | 2% | 47%[59 µM] | 42% | 12% | -4 | 9% | 0% | O=C(NC(=O)c1ccccc1F)OCc1ccc(Cl)cc1Cl | -11% |
| 3% | 1% | -38%[12.7 µM] | 20% | -11% | 5 | 3% | -3% | O=S(=O)(Nc1ccccc1Cl)c1ccc(F)cc1 | -8% |

The list goes on:
| BAZ2B inh | Pin1 inh | G9a block | HP1b binding inh | JMJD2A Tudor | PI4K2A block | GLS inh | PGK inhibitor | Compound | POLH inh |
| --- | --- | --- | --- | --- | --- | --- | --- | --- | --- |
| 42%[activator] | 1% | 6%[12.7 µM] | 84%[activator] | ? | -2 | 21% | 3% | O=C(Nc1ccccc1N1CCCCC1)c1cccs1 | -3% |
| -6% | -4% | 7% | 26% | -18% | -1 | -5% | -5% | CCN(Cc1ccccc1)CC(O)COC(c1ccc(OC)cc1)c1ccc(OC)cc1 (centres undefined) | -11% |
| 10% | 0% | 5%[59 µM] | 41%[activator] | -14% | 4 | 2% | -8% | Cc1ccc(C(=O)N/C(=C/c2ccco2)C(=O)NCC2CCCO2)cc1 (centres undefined) | -7% |
| 10% | 4% | -38% | 22% | -16% | -2 | -2% | -8% | CCCN(C(=O)/C=C/c1ccco1)c1c(N)n(Cc2ccccc2)c(=O)[nH]c1=O | -13% |
| -36% | -5% | -14% | 31% | 0% | 3 | 3% | -9% | CCOC(=O)c1ccc(N2C(=O)C3CC=C(C)CC3C2=O)cc1 (centres undefined) | -19% |
| 9% | 7% | -20%[12.7 µM] | 21% | 2% | -2 | 2% | -17% | O=C1CCCc2ccccc2N1Cc1c(Cl)cccc1Cl | -16% |
| -3% | -1% | -29%[12.7 µM] | 45%[activator] | 3% | -2 | -7% | -6% | O=C(CSc1nnnn1C1CCCC1)c1ccc2c(c1)OCCO2 | -4% |
| 5% | -2% | 15%[12.7 µM] | 30%[activator] | 4% | -5 | 9% | -3% | Cc1nc(NCCO)c(C#N)c2c1COC(C)(C)C2 | -8% |
| -20% | 2% | 61%[activator][59 µM] | 15% | -12% | -25 | 2% | -6% | COCCn1c(-c2ccccc2)nc2oc3cc(OC)ccc3c(=O)c2c1=O | -3% |
| -9% | -5% | -1%[12.7 µM] | 9% | -20% | 10 | 22% | -5% | Cc1ccc(NCCC(=O)c2ccc(Cl)cc2)cc1 | -2% |
| ? | 2% | -13%[12.7 µM] | ? | ? | 5 | 10% | -1% | COc1ccc(NC2=C(C(C)=O)C(c3ccc4c(c3)OCO4)C(C(C)=O)C(C)(O)C2)cc1 (centres undefined) | -3% |
| -4% | 3% | 10%[59 µM] | 18% | -2% | -2 | 7% | -8% | O=c1[nH]c(SCc2ccccc2)nnc1-c1ccccc1 | -16% |
| 79µM* | 5% | 0% | 50%[activator] | -14% | 24 | -8% | -10% | Cc1c(C)c2ccc(OCC(=O)NCCCn3ccnc3)c(C)c2oc1=O | 10% |
| -20% | 8% | . | 0% | -21% | -1 | 0% | 5% | COc1ccc(/C=N\NC(=O)c2ccc(F)cc2)cc1COc1cc(F)ccc1[N+](=O)[O-] | -6% |
| 0% | -6% | -26%[12.7 µM] | 47%[activator] | 3% | 4 | 0% | i | CCc1ccc(N2CC(C(=O)OCC(=O)Nc3ccccc3C)CC2=O)cc1 (centres undefined) | -8% |
| -24% | 9% | 20µM* | 47%[activator] | 2% | 3 | 11% | 11% | CC(C)OCCCN1CN(S(=O)(=O)c2cccs2)c2nc3ccccc3nc21 | -4% |
| -6% | 0% | . | 27% | 2% | 3 | -7% | -2% | COc1ccc(CNC(=O)c2c[nH]c3c(OC)cc(OC)cc3c2=O)cc1 | -21% |
| 7% | 4% | -13%[59 µM] | 36% | 0% | -1 | -1% | 5% | O=C(N1CCN(Cc2ccccc2)CC1)C(Cl)(Cl)Cl | -18% |
| -24% | -7% | ? | 22% | -5%[11.4 µM] | 0 | 4% | 5% | COc1ccc(Cc2c(O)nc(SCC(=O)c3ccc(OC)cc3)[nH]c2=O)cc1 | -13% |
| 2% | ? | . | 13%[57 µM] | -11% | -11 | 0% | -6% | O=C(CC1C(=O)NCCN1Cc1ccccc1)NCCN1CCCCC1=O (centres undefined) | -3% |

3 compounds already listed, ordered by the value under GLS inh, high to low.
canonical_smiles,GLS inh
COc1ccc(NC2=C(C(C)=O)C(c3ccc4c(c3)OCO4)C(C(C)=O)C(C)(O)C2)cc1 (centres undefined),10%
COc1ccc(Cc2c(O)nc(SCC(=O)c3ccc(OC)cc3)[nH]c2=O)cc1,4%
Cc1c(C)c2ccc(OCC(=O)NCCCn3ccnc3)c(C)c2oc1=O,-8%
